SRC1 TRFRET art: flags TR-FRET format artefacts in PPARgamma SRC-1 recruitment agonist screen. TR-FRET detection artefact counter-screen, emission ratio; active compounds read high. TR-FRET ratio at 8 µM. 99,000 compounds, 0.34% hits. AID 1051; in the data active means TR-FRET ratio above about 2300; further: inactives centre near 1800; reference of the scale not given here
SRC3 TRFRET art: TR-FRET artefact, counter-screen to PPARgamma/SRC-3 agonist assay; PPARgamma/SRC-3 format; active compounds read high; TR-FRET ratio at 8 µM; 99,000 compounds, 0.39% hits; AID 1048; in the data active means TR-FRET ratio above about 2000; further: inactives centre near 1600; reference of the scale not given here
* marks the source's active call; other numbers are inactive results. Not all compounds are listed. The share of hits here may be higher or lower than overall.

compound: Cc1scc2c1N(C(=O)CN1CCN(C)CC1)c1ccccc1NC2=O
  SRC1 TRFRET art: 1606
  SRC3 TRFRET art: 1376
compound: CCCOc1ccc2nc(NC(=O)OC)[nH]c2c1
  SRC1 TRFRET art: 1701
  SRC3 TRFRET art: 1634
compound: CCN(CC)CC1CCCCN1CC(=O)N1c2ccccc2C(=O)Nc2cccnc21 (configuration not stated)
  SRC1 TRFRET art: 1910
  SRC3 TRFRET art: 1462
compound: N=c1nc(N2CCCCC2)cc(N)n1O
  SRC1 TRFRET art: 1756
  SRC3 TRFRET art: 1680
compound: CCCC(=O)O[C@]1(C(=O)CCl)[C@@H](C)C[C@H]2[C@@H]3CCC4=CC(=O)C=C[C@]4(C)[C@@]3(F)C(=O)C[C@@]21C
  SRC1 TRFRET art: 1709
  SRC3 TRFRET art: 1463
compound: COc1ccc(-c2oc3c(CC=C(C)C)c(O[C@@H]4O[C@H](CO)[C@@H](O)[C@H](O)[C@H]4O)cc(O)c3c(=O)c2O[C@@H]2O[C@@H](C)[C@H](O)[C@@H](O)[C@H]2O)cc1
  SRC1 TRFRET art: 1801
  SRC3 TRFRET art: 1361
compound: O=C(O)Cc1cn(-c2ccccc2)nc1-c1ccc(Cl)cc1
  SRC1 TRFRET art: 1994
  SRC3 TRFRET art: 1650
compound: CC(C)NNC(=O)c1ccncc1
  SRC1 TRFRET art: 1579
  SRC3 TRFRET art: 1718
compound: CCN(CCCCOC(=O)c1ccc(OC)c(OC)c1)C(C)Cc1ccc(OC)cc1 (configuration not stated)
  SRC1 TRFRET art: 1750
  SRC3 TRFRET art: 1611
compound: O=C(c1ccccn1)N(Cc1cccs1)C1(C(=O)NC2CCCCC2)CCCCC1
  SRC1 TRFRET art: 1900
  SRC3 TRFRET art: 1618

Reprinted from the part before: 2 entries, then new ones.
compound: CCN(CCCCOC(=O)c1ccc(OC)c(OC)c1)C(C)Cc1ccc(OC)cc1 (configuration not stated)
  SRC1 TRFRET art: 1750
  SRC3 TRFRET art: 1611
compound: O=C(c1ccccn1)N(Cc1cccs1)C1(C(=O)NC2CCCCC2)CCCCC1
  SRC1 TRFRET art: 1900
  SRC3 TRFRET art: 1618
compound: CCCCCCCCCCCCCCCC(O)C(N)CO (configuration not stated)
  SRC1 TRFRET art: 1715
  SRC3 TRFRET art: 1585
compound: C/C(=N\NC(=S)NCc1ccccc1)C1CCCCC1
  SRC1 TRFRET art: 2050
  SRC3 TRFRET art: 1427
compound: COc1cc(N)c(Cl)cc1C(=O)N[C@@H]1CCN(CCCOc2ccc(F)cc2)C[C@@H]1OC
  SRC1 TRFRET art: 1752
  SRC3 TRFRET art: 1382
compound: CN(C)CCCSc1ccccc1NC(=O)/C=C/c1ccccc1
  SRC1 TRFRET art: 2113
  SRC3 TRFRET art: 1564
compound: Cc1c(C)n(Cc2ccccc2)c2ccc(C(=O)OCCN(C)C)cc12
  SRC1 TRFRET art: 1798
  SRC3 TRFRET art: 1517
compound: CC1(C)O[C@@H]2C[C@H]3[C@@H]4C[C@H](F)C5=CC(=O)C=C[C@]5(C)[C@@]4(F)[C@@H](O)C[C@]3(C)[C@]2(C(=O)CO)O1
  SRC1 TRFRET art: 1782
  SRC3 TRFRET art: 1479
compound: CCCCN(CCCC)CCCOC(=O)c1ccc(N)cc1
  SRC1 TRFRET art: 1788
  SRC3 TRFRET art: 1760
compound: COc1cc(C2Oc3cc(C4Oc5cc(O)cc(O)c5C(=O)C4O)ccc3OC2CO)ccc1O (configuration not stated)
  SRC1 TRFRET art: 1930
  SRC3 TRFRET art: 1790
compound: CC(C)(C)NCC(O)COc1cccc2c1C[C@H](O)[C@H](O)C2 (some centres not stated)
  SRC1 TRFRET art: 1710
  SRC3 TRFRET art: 1771

Molecules from the list above containing a carbonyl joined to an NH by a bond outside any ring (five):
compound: CCCOc1ccc2nc(NC(=O)OC)[nH]c2c1
  SRC1 TRFRET art: 1701
  SRC3 TRFRET art: 1634
compound: CC(C)NNC(=O)c1ccncc1
  SRC1 TRFRET art: 1579
  SRC3 TRFRET art: 1718
compound: O=C(c1ccccn1)N(Cc1cccs1)C1(C(=O)NC2CCCCC2)CCCCC1
  SRC1 TRFRET art: 1900
  SRC3 TRFRET art: 1618
compound: COc1cc(N)c(Cl)cc1C(=O)N[C@@H]1CCN(CCCOc2ccc(F)cc2)C[C@@H]1OC
  SRC1 TRFRET art: 1752
  SRC3 TRFRET art: 1382
compound: CN(C)CCCSc1ccccc1NC(=O)/C=C/c1ccccc1
  SRC1 TRFRET art: 2113
  SRC3 TRFRET art: 1564
